Compound activity (PubChem BioAssay)
C2C12 statin = suppressors of simvastatin-induced myotoxicity in C2C12 myotubes; ATP luminescence, 48 h; scaled: DMSO 0, geranylgeraniol control 100; rescue of ATP level, % at 7.49 µM; actives 0.78% (n = 330,000);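 active = mean ATP rescue above about 67%, or every replicate alone reaching that limit, limit read from the data, passing the limit was not always enough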;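 note: myotubes were challenged with 10 µM simvastatin during compound exposure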
Casp6 inh = blocks human caspase-6 cleavage activity; actives 0.53% (n = 350,000); P55212; purified caspase-6, Z-VEID-R110 cleavage fluorescence; inhibition, % at 12.5 µM;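 active = mean inhibition across replicates at least about 35%, with every replicate also reaching that limit, limit read from the data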;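 note: 0% = median of neutral control wells and 100% = no fluorescence left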
Target sequence (P55212 24-179 limits assumed): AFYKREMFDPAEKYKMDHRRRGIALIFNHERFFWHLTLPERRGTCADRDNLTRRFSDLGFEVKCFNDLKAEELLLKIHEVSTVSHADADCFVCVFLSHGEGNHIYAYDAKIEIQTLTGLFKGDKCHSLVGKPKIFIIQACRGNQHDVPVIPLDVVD
Target sequence (P55212 194-293 limits assumed): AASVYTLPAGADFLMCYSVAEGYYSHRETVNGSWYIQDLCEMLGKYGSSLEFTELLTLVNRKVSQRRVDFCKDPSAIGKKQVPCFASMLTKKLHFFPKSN
esBAF inh = blocks esBAF chromatin remodeling in mouse ES cells; Bmi1-luciferase knock-in reporter, 24 h; 100% = twice the neutral-well signal; reporter increase, % at 12.5 µM; actives 2% (n = 350,000); AID 602393; in the data active = activation above about 40%;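 note: 0% = median of the plate's neutral control wells and 100% = double that signal; a rise in the Bmi1 reporter signal indicates esBAF inhibition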
LGR2 antag = Drosophila LGR2 receptor signaling inhibition; inhibition, % at 9.99 µM; HEK293 LGR2, CRE-luciferase, bursicon-stimulated, 4 h; actives 0.35% (n = 380,000); AID 720647;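 active = drop in luminescence signal, shown as inhibition above about 50% in the replicate tests, limit read from the data, passing the limit was not always enough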;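 note: agonist challenge used bursicon conditioned medium at about half maximal strength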
SIRT5 block = sirtuin-5 (human) deacylase inhibition | Purified SirT5, succinyl-peptide AMC, trypsin-coupled fluorescence | inhibition, % at 15 µM | actives 1.1% (n = 330,000) | AID 652115; in the data active = inhibition above about 15%
Target sequence (Q9NXA8 whole entry, looked up): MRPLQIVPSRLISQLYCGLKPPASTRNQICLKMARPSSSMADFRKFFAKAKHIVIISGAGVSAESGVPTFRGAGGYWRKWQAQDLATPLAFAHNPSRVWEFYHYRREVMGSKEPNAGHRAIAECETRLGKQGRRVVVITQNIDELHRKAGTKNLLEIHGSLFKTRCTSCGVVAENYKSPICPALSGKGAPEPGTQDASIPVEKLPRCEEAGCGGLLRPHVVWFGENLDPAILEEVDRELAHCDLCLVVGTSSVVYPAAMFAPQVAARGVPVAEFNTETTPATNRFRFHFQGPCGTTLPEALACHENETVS
FN deposit inh = fibronectin deposition inhibition; AH1F fibroblasts, Alexa488-fibronectin deposition fluorescence, overnight; inhibition, % at 12.6 µM; actives 0.086% (n = 350,000);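 active = mean inhibition across replicates of 30% or more, regardless of how many single replicates reach that level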;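 note: positive control wells lacked labelled fibronectin entirely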
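Assay system: AH1F fibroblasts assembling fluorescent fibronectin matrix; Amount: 10000 AH1F cells per well; Buffer or medium: DMEM, 2% serum; Probe or stimulus: Alexa488-fibronectin, 24 nM final in well; Doses: single compound dose, delivered by pin transfer; Incubation: 1 h adhesion, overnight exposure; Measured by: fluorescence 485/525 nm; Read-out: fibronectin deposition inhibition.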
S100A4 MyoIIA = inhibitors of human S100A4 binding to myosin IIA peptide. P26447. actives 0.14% (n = 360,000). inhibition, % at 10.7 µM. S100A4/TAMRA-MyoIIA peptide fluorescence polarization. AID 652163;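 active = mean inhibition of at least 70% across replicates, with every replicate also reaching that level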
Target sequence (P26447 whole entry, looked up): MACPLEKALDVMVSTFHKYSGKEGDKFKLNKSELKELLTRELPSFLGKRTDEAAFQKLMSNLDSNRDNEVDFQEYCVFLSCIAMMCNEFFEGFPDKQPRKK
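assay system = human S100A4 monomer with TAMRA-labelled myosin IIA peptide | also added = labelled myosin peptide probe, 5 nM | incubation = 5 min between mix addition and reading | control set = DMSO and TFP controls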
* hit, by the source's call; nt = no result given.

The opening 3 records as a preview:
SMILES	C2C12 statin	Casp6 inh	esBAF inh	LGR2 antag	SIRT5 block	FN deposit inh	S100A4 MyoIIA
Cc1c(NC(=O)Nc2cccc(Cl)c2Cl)c(=O)n(-c2ccccc2)n1C	1	0	-1	15	0	-2	0
COc1ccccc1N1CCN(C(=O)CN(C)S(=O)(=O)c2cc(C)ccc2OC)CC1	-5	-2	-12	nt	0	1	-1
Cc1cc(C(=O)NCc2cc(C(=O)O)co2)co1	nt	10	nt	-16	-4	1	37

Results, from the first entry:
SMILES	C2C12 statin	Casp6 inh	esBAF inh	LGR2 antag	SIRT5 block	FN deposit inh	S100A4 MyoIIA
Cc1c(NC(=O)Nc2cccc(Cl)c2Cl)c(=O)n(-c2ccccc2)n1C	1	0	-1	15	0	-2	0
COc1ccccc1N1CCN(C(=O)CN(C)S(=O)(=O)c2cc(C)ccc2OC)CC1	-5	-2	-12	nt	0	1	-1
Cc1cc(C(=O)NCc2cc(C(=O)O)co2)co1	nt	10	nt	-16	-4	1	37
COc1ccc(S(=O)(=O)N(C)C[C@H]2Oc3ccc(NC(=O)CCCCCC(=O)Nc4ccccc4N)cc3CC(=O)N([C@H](C)CO)C[C@H]2C)cc1	-17	-3	-3	6	nt	nt	-2
CO[C@H]1CN(C)C(=O)c2cc(NC(C)=O)ccc2OC[C@H](C)N(Cc2ccncc2)C[C@H]1C	-11	nt	0	-1	-3	-1	-1
O=C(O)c1ccc(OCc2ccc(C(=O)O)o2)cc1	nt	28	nt	6	-2	2	0
C[C@@H](CN1C(=O)C(=O)NC[C@@H]1Cc1ccc(O)cc1)NC(=O)Cc1ccccc1	8	0	-1	-2	4	-2	-3
Cc1ccc(Cn2c(C3CCCN3c3nc(-c4cc(Cl)c(N)c(Cl)c4)cs3)nc3cc(C(=O)NCCCO)ccc32)cc1 (stereo not drawn)	4	2	6	5	-3	5	3
CC(C)NC(=O)N[C@H]1CC[C@@H](CCNC(=O)C2CCCC2)O[C@@H]1CO	3	-1	5	4	0	15	0
CC(C)(C)n1nnnc1C(c1cccnc1)N1CCN(C2CCCCC2)CC1 (stereo not drawn)	18	nt	-5	nt	nt	2	nt
CCOCCCn1c(=S)[nH]c2cc(C(=O)NC3CCCCC3C)ccc2c1=O (stereo not drawn)	-16	-3	1	4	-3	7	-9
COc1ccc(N2CCN(CC(=O)Nc3ncc(C)s3)CC2)cc1	-13	-1	-3	13	2	-3	-12
CCc1ccc(C(O)c2ncc(-c3ccc4ccccc4c3)[nH]2)cc1 (stereo not drawn)	3	-1	9	-4	nt	14	7
COc1ccccc1C(=O)NCC(=O)OCC(=O)c1cccc2ccccc12	-2	0	-8	-5	1	-6	-2
Cc1cccc(CNC(=O)c2cc(S(=O)(=O)N3CCOCC3)cn2C)c1	-8	1	-5	4	0	-8	-3
N#Cc1ccc(/C=N/NC(=O)c2cccc(S(=O)(=O)N3CCOCC3)c2)cc1	nt	0	nt	6	-4	1	4
CN1CCN(C(=O)C[C@@H]2CC[C@H]3[C@@H](COc4ccc(NC(=O)c5cscn5)cc4C(=O)N3C)O2)CC1	-11	2	-1	5	-3	-19	0
C[C@H](CO)N1C[C@H](C)[C@@H](CN(C)Cc2ccccn2)Oc2ncc(C#CCC3CCCC3)cc2C1=O	3	1	-2	nt	-3	nt	-36
Cc1ccc(NC(=O)CSC(C)C(=O)OC(C)C(=O)NC2CCCCC2C)cc1 (stereo not drawn)	11	4	0	-6	1	0	-1
COC(=O)c1cc(OC)c(OC)cc1NC(=S)N1CCCCC1	-9	2	0	-4	-1	nt	0
N#Cc1cccc(OCCCN2CCC(C(O)(c3ccccc3)c3ccccc3)CC2)c1	nt	-2	nt	8	-2	0	0
CC(=O)Nc1ccc(NC(=O)CSc2nc3ccccc3nc2N2CCCCC2)cc1	-5	-2	1	-8	-11	-13	-4
CN1c2ccc(-c3cccc(C#N)c3)cc2[C@@H]2[C@@H](CCN2C(=O)CN2CCOCC2)[C@@H]1CO	-3	nt	7	3	4	-3	-20
COc1ccccc1C(=O)NCC(=O)N/N=C/c1cc(Br)ccc1OCc1ccccc1	nt	-3	nt	9	-1	4	2
O=C(O)c1ccc(/C=C/c2nc3ccccc3c(=O)[nH]2)cc1	-49	-11	-7	-28	-5	0	-14

Laid out differently: results already given.
mol,C2C12 statin,Casp6 inh,esBAF inh,LGR2 antag,SIRT5 block,FN deposit inh,S100A4 MyoIIA
CC(=O)Nc1ccc(NC(=O)CSc2nc3ccccc3nc2N2CCCCC2)cc1,-5,-2,1,-8,-11,-13,-4
CN1CCN(C(=O)C[C@@H]2CC[C@H]3[C@@H](COc4ccc(NC(=O)c5cscn5)cc4C(=O)N3C)O2)CC1,-11,2,-1,5,-3,-19,0

Three compounds picked at random from those above, as already listed:
SMILES	C2C12 statin	Casp6 inh	esBAF inh	LGR2 antag	SIRT5 block	FN deposit inh	S100A4 MyoIIA
COc1ccc(N2CCN(CC(=O)Nc3ncc(C)s3)CC2)cc1	-13	-1	-3	13	2	-3	-12
CN1CCN(C(=O)C[C@@H]2CC[C@H]3[C@@H](COc4ccc(NC(=O)c5cscn5)cc4C(=O)N3C)O2)CC1	-11	2	-1	5	-3	-19	0
N#Cc1cccc(OCCCN2CCC(C(O)(c3ccccc3)c3ccccc3)CC2)c1	nt	-2	nt	8	-2	0	0

More compounds
SMILES	C2C12 statin	Casp6 inh	esBAF inh	LGR2 antag	SIRT5 block	FN deposit inh	S100A4 MyoIIA
COc1ccc(C(CNS(=O)(=O)c2ccc(NC(C)=O)c(OC)c2)N2CCCC2)cc1 (stereo not drawn)	1	-8	7	0	1	-12	-1
CC(=O)N1CCOc2cc(S(=O)(=O)NCc3ccc(F)cc3)c(C)cc21	-8	-2	-5	6	1	2	1
CCOC(=O)c1nn(-c2ccc(F)cc2)c(=O)cc1OCC(=O)Nc1ccc(OCC)cc1	13	0	-3	8	-4	4	-10
CCC(C)C(=O)Nc1cc(Cl)ccc1C(=O)O (stereo not drawn)	nt	1	nt	nt	-1	-3	-1
COc1ccc(Cn2c(N)c(C#N)c3nc4ccccc4nc32)cc1OC	11	nt	-2	nt	nt	0	nt
Nc1c(/C=C2\C=Nc3ccccc32)c(=O)nc2sc(CC(=O)N3CCOCC3)nn12	9	4	-8	-3	3	-2	-5
Cc1ccc(OCCC(=O)OCC(=O)N2CCN(S(=O)(=O)c3ccc(C)cc3)CC2)cc1	-4	1	nt	16	5	nt	-4
Cc1cccn2c(=O)c3cc(C(=O)N4COCC4(C)C)n(C)c3nc12	-9	nt	22	nt	nt	-3	nt
Cc1cccc(S(=O)(=O)N2C[C@H](O)COC[C@H]3O[C@H](CC(=O)Nc4ccccc4)CC[C@@H]32)c1	9	-2	0	-3	-3	-5	0
CC(C)c1cc(=O)n2c(nc3ccccc32)[nH]1	-22	3	14	-29	-6	2	-2
COc1nc(Nc2cccc(F)c2)nc(OC)n1	-4	1	0	-10	7	-5	-10
CCC(C(=O)NCc1ccncc1)c1ccccc1 (stereo not drawn)	1	1	-2	-22	0	nt	22
O=C(Nc1ccc2sccc2c1)c1ccc(Cl)s1	-20	3	13	-42	nt	6	-1
COCCN(C)Cc1cn(-c2ccc(F)cc2F)nc1-c1ccccc1C	nt	-2	nt	0	-1	-5	-4
CCCc1nnc(NC(=O)Cn2c(=O)oc3ccccc32)s1	nt	-2	0	nt	0	nt	0
O=C(CSCC(=O)OCC(=O)N1CCN(C(=O)c2ccco2)CC1)Nc1ccc(Cl)cc1	6	-3	6	-14	-1	1	2
CN(C)/C=C/C(=O)c1cnc(-c2cccc(Cl)c2)s1	nt	-1	nt	-77	-1	3	2
O=C(NCCCN1CCOCC1)C(=O)N/N=C/c1cccc2ccccc12	8	2	-5	nt	1	-2	0
C[C@@H]1CCCCO[C@H](CN(C)C(=O)Nc2cccc3ccccc23)[C@H](C)CN([C@@H](C)CO)C(=O)c2cc(NC(=O)NC3CCCCC3)ccc2O1	nt	2	-6	8	5	0	-10
CCCn1c(=O)c(C(=O)NCCc2ccc(Cl)cc2)c(O)c2ccccc21	-35	-3	-3	2	-1	4	2
CCCCOC(=O)CSc1n[nH]c(=O)[nH]c1=O	6	nt	2	nt	nt	1	nt
Cc1cc(C)c(C(=O)c2ccc(C(=O)N3CCCCC3)cc2)c(C)c1	2	-3	-5	-6	-1	-4	1
OC(CSc1ccccc1)CN1CCN(c2cccc(Cl)c2)CC1 (stereo not drawn)	3	-1	-7	-10	-5	2	-1
Cc1ccccc1N=C1SC(CC(=O)Nc2ccc3ccccc3c2)C(=O)N1Cc1ccccn1 (stereo not drawn)	2	nt	-8	10	nt	1	nt
COC(=O)c1sccc1Oc1ccc(F)cc1[N+](=O)[O-]	5	nt	-6	-6	nt	nt	nt

Three of the entries above in order of their number in SIRT5 block, high to low.
| Compound | Casp6 inh | esBAF inh | LGR2 antag | SIRT5 block | S100A4 MyoIIA |
| --- | --- | --- | --- | --- | --- |
| Nc1c(/C=C2\C=Nc3ccccc32)c(=O)nc2sc(CC(=O)N3CCOCC3)nn12 | 4 | -8 | -3 | 3 | -5 |
| CC(=O)N1CCOc2cc(S(=O)(=O)NCc3ccc(F)cc3)c(C)cc21 | -2 | -5 | 6 | 1 | 1 |
| CCOC(=O)c1nn(-c2ccc(F)cc2)c(=O)cc1OCC(=O)Nc1ccc(OCC)cc1 | 0 | -3 | 8 | -4 | -10 |

Next part.
SMILES	C2C12 statin	Casp6 inh	esBAF inh	LGR2 antag	SIRT5 block	FN deposit inh	S100A4 MyoIIA
O=C(Nc1cc(S(=O)(=O)N2CCOCC2)ccc1N1CCOCC1)c1ccccc1[N+](=O)[O-]	-14	0	-5	2	-1	12	-6
C/C(Cn1cnc([N+](=O)[O-])n1)=N/NC(=O)COc1c(Cl)cc(Cl)cc1Cl	nt	6	nt	4	-2	1	-1
COC(=O)c1ccc(CSc2nc3c(c(=O)n2-c2ccc(F)cc2)SCC3)o1	-3	nt	1	7	nt	nt	nt
CCN1CCN(CCCNC(=O)c2ccc(CS(=O)c3ccc(Br)cc3)o2)CC1 (stereo not drawn)	5	-57	2	-10	-2	5	-1
COc1ccccc1-c1cn(CC[C@H]2CC[C@@H](NC(=O)CCN3CCCCC3)[C@@H](CO)O2)nn1	-1	-5	4	14	2	4	-3
COc1ccc(S(=O)(=O)Nc2ccc3c(c2)C(=O)N([C@@H](C)CO)C[C@H](C)[C@@H](CN(C)CC2CC2)O3)cc1	nt	1	nt	-33	7	-11	5
CN(C(=O)c1cccc(NC(=O)c2cccs2)c1)c1ccccc1	-14	9	-3	10	-8	nt	12
C[C@H](NC(=O)CC[C@H]1O[C@@H](n2ccc(=O)[nH]c2=O)[C@H](O)[C@@H]1O)c1cccc2ccccc12	12	3	1	-4	-6	2	-6
N#Cc1ccccc1Sc1ccccc1C(=O)Nc1ccc(Br)cc1	-25	0	-10	0	-5	1	-5
Cn1c(=O)c2c(nc(CN3CCOCC3)n2CCCc2ccccc2)n(C)c1=O	-2	nt	-5	nt	nt	0	nt

Not all compounds are listed; count on the stated rates, not on these rows.
